Screening results (PubChem)
ALDH1A1 block: inhibitors of human aldehyde dehydrogenase 1A1 | P00352 | Purified ALDH1A1, NADH fluorescence, propionaldehyde substrate | Potency, µM (doses to about 75.3 µM), inactives show top-dose activity, negative = inhibition, actives largely listed as inhibitors | actives 7.3% (n = 220,000) | AID 1030; active means well fitted inhibition curve with a large enough effect, not every such curve was filed as active; inconclusive means small, poorly fitted or top-dose-only effect, or another doubt; inactive means no such curve, though single readings can be large or run the other way;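 further: plate controls were no enzyme wells and a reference inhibitor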
Target sequence (P00352 whole entry, looked up): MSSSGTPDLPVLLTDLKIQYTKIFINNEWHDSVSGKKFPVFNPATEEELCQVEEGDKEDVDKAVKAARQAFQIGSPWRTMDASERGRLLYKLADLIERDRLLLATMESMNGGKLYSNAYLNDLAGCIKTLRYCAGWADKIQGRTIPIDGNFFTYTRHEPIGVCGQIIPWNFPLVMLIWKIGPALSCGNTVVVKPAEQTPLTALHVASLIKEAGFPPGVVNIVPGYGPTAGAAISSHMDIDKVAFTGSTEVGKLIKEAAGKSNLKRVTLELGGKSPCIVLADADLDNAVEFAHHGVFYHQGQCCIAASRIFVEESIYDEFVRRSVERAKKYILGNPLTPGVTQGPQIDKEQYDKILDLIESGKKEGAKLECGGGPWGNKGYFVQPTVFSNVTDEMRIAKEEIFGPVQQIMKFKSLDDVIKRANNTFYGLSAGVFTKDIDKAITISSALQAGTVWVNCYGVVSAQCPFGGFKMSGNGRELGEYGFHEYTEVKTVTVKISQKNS
GAA inh: blocks human lysosomal alpha-glucosidase | P10253 | actives 0.005% (n = 200,000) | purified human GAA, 4-MU-alpha-glucoside fluorescence | Potency, µM (series often up to 76.9 µM), for inactives: at the highest dose activity change, negative = inhibition, actives largely listed as inhibitors;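 further: plate controls were uninhibited enzyme wells for no effect and no-enzyme background for full effect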
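Activity normalized between no-enzyme (basal) and enzyme-only wells. Conditions: 4 nM human enzyme, 400 uM fluorogenic substrate, citrate/phosphate pH 5.0 with Tween-20, 20 min room temperature, compounds up to 77 uM.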
NPSR antagonist: neuropeptide S receptor (human) antagonism, cAMP. Potency, µM (titrated, usually from 38.3 µM), without a hit: top-dose activity change, negative = inhibition, most hits filed as inhibitors. actives 1% (n = 220,000). AID 1461. CHO-NPSR cells, cAMP TR-FRET, antagonist mode. Q6W5P4; further: on the % scale 0 is the no-effect control and ±100 the full control effect; nearly all actives have a fitted effect of over 50% in size; many of its hits are not listed in these tables
Epigenetic derep: epigenetic control regulation, reporter derepression | murine LDR cells, GFP reporter derepression, 30 h | Potency, µM (titrated, usually from 53.9 µM), inactives show at the top dose GFP activation, usual class: activators | actives 0.2% (n = 280,000) | AID 1865; further: % of control where 0% means no effect; nearly all actives have a fitted effect of over 60% in size
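In this reporter-derepression format, murine cells bearing a silenced integrated CMV-GFP locus incubate with test compound (30 h, 37 C), then are washed and imaged; fluorescent objects of 20–120 um count as induced cells.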
Tau fluor counter: counter-screen for tau fibril formation inhibitors; tau K18 P301L Alexa594 fluorescence, heparin fibrillization; Potency, µM (titrated, usually from 57.7 µM), for the others: at the highest dose activity change, negative = decrease; actives 0.93% (n = 280,000); further: on the % scale 0 is the no-effect control and ±100 the full control effect; nearly all actives have a fitted effect of over 55% in size
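Human tau K18 P301L (15 uM unlabeled, 0.24 uM Alexa 594-labeled) in 100 mM sodium acetate pH 7 with 20 uM heparin, 6 hr at 37 C. ThT 30 uM added, 1 hr ambient; Alexa 594 FP and total fluorescence read at 555/632 nm.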
GLA spleen mod: inhibitors or activators of human alpha-galactosidase in spleen homogenate | Potency, µM (doses to about 80 µM), inactives show top-dose activity change, negative = inhibition, most hits filed as inhibitors | AID 2107 | human spleen homogenate, 4MU-alpha-Gal fluorescence, 40 min | P06280 | actives 0.008% (n = 240,000);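 further: 0% = enzyme with vehicle and -100% = no enzyme basal signal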
Target sequence (P06280 32-429 limits assumed): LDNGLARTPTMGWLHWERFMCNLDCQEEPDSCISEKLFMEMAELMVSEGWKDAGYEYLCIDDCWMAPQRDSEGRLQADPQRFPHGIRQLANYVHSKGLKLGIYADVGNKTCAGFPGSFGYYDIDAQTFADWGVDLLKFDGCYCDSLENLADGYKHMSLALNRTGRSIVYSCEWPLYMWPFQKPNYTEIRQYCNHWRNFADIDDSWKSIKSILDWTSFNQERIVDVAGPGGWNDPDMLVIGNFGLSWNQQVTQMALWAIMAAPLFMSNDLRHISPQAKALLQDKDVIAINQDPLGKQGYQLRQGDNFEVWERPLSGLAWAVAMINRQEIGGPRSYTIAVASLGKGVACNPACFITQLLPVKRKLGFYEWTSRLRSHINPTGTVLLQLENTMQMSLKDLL
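Spleen homogenate 1 ug + cpd (titration) + 4-MU-alpha-D-galactopyranoside 1 mM; 37C 40 min; 50 mM citrate/phosphate pH 5.0, 0.01% Tween-20; stop pH 10; fluorescence 365/440; AC50 via Hill.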
GAA spleen mod: inhibits or activates alpha-glucosidase in human spleen homogenate | Potency, µM (series often up to 79.9 µM), for the others: top-dose activity change, negative = inhibition, actives largely listed as inhibitors | P10253 | AID 2112 | actives 0.006% (n = 240,000) | human spleen homogenate, 4-MU-alpha-glucoside fluorescence;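 further: 0% = enzyme with vehicle and -100% = no enzyme basal signal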
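AC50 values come from Hill-equation fits of concentration-response data, normalized to no-enzyme and full-activity controls. Enzyme source: 1 ug human spleen homogenate; 1 mM fluorogenic 4-MU glucoside, pH 5.0 citrate buffer, 37 C, 40 min.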
GAA glycogen mod: alters human alpha-glucosidase cleavage of glycogen | Potency, µM (top dose mostly 76.4 µM), inactives show at the highest dose activity change, negative = inhibition, most hits filed as inhibitors | P10253 | AID 2100 | recombinant GAA, glycogen substrate, Amplex Red glucose oxidase fluorescence | actives 0.38% (n = 300,000);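 further: 0% = full enzyme reaction and -100% = no-enzyme basal signal; the screen sought inhibitors and activators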
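qHTS, 1536-well; enzyme 4 nM final; cpd up to 77 uM; substrate bovine liver glycogen 30 ug; 50 mM citrate/phosphate pH 5.0, 0.01% Tween-20; 37 C, 40 min; Amplex Red detection 45 min RT; Hill fit → AC50.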
An asterisk follows results filed as active; ? = inconclusive; . = no result given; & = joins results of further samples; [ ] = another dose, or the depositor's remark. Unless noted, the call rests on the fitted dose curve; in most records, active means well fitted curve in the direction sought with a large enough effect; inconclusive means small, poorly fitted or top-dose-only effect, or another doubt; inactive means no such curve, though single readings can be large; an effect the other way counts as inactive or inconclusive. Potency means the concentration at half of the fitted maximal effect. A portion of the library; rates above refer to the full screens.

1: O=C(c1ccco1)N1CCN(c2ccc(F)cc2)CC1
2: Cc1cc(C)n2nc[n+](C)c2n1
3: COc1ccccc1CNC(=O)CSc1nc(N)c(C#N)c(-c2cccs2)c1C#N
4: C/C(=N\NC(=O)COc1ccc([N+](=O)[O-])cc1)C(C)(C)C
5: Cc1cccc(NC(=O)COC(=O)c2ccc([N+](=O)[O-])o2)c1C
6: CCCCC(O)(CCCC)C(=O)N/N=C(\C)c1ccc(Cl)cc1
7: CC(=O)n1nc(-c2ccccc2)nc1NCc1ccc(N(C)C)cc1
8: COc1ccc(-n2c(C)n[nH]c2=O)cc1OC

Screen / compound no.	1	2	3	4	5	6	7	8
ALDH1A1 block	4%	0%	25%	20µM*	0%	.	-5%	11%
GAA inh	12%	3%	3%	-8%	-2%	.	6%	2%
NPSR antagonist	-3%	-3%[46.1 µM]	1%[46.1 µM]	-4%[46.1 µM]	10%	-44%	-15%	-6%[46.1 µM]
Epigenetic derep	0.0%	0.8%	-3.2%	-1.3%	1.8%	-1.0%	-1.9%[10.1 µM]	1.0%
Tau fluor counter	-4%	4%	2%	-11%	1%	-9%	?	0%
GLA spleen mod	3%	-1%	-11%	3%	-1%	4%	2%	0%
GAA spleen mod	0%	-5%	-10%	-5%	-3%	8%	8%	-3%
GAA glycogen mod	-11%	4%	7%	-3%	7%	4%	0%	0%

Some of these compounds in order of their number in GAA glycogen mod, ascending:
#	canonical_smiles	GAA glycogen mod
1	O=C(c1ccco1)N1CCN(c2ccc(F)cc2)CC1	-11%
4	C/C(=N\NC(=O)COc1ccc([N+](=O)[O-])cc1)C(C)(C)C	-3%
2	Cc1cc(C)n2nc[n+](C)c2n1	4%
5	Cc1cccc(NC(=O)COC(=O)c2ccc([N+](=O)[O-])o2)c1C	7%

Following part
9: CN(CCc1ccccn1)C(=S)Nc1ccc(Cl)cc1Cl
10: Nc1nnnn1NCc1cccc(OCc2ccccc2)c1
11: COc1ccc(C(CCNC(C)c2ccccc2)C(C)C)cc1 (stereo unspecified)
12: COC(=O)[C@@]1(C)C[C@@H]1[C@@H](NC(=O)[C@@]1(C)C[C@@H]1[C@@H](NC(=O)[C@@]1(C)C[C@@H]1[C@@H](NC(=O)[C@@]1(C)C[C@@H]1[C@@H](NC(=O)OCc1ccccc1)c1ccccc1)c1ccccc1)c1ccccc1)c1ccccc1
13: O=C(Cc1ccc(F)cc1)Oc1ccc(C(=S)N2CCCC2)cc1
14: O=C(Nc1cnc2ccccc2c1)c1cccnc1
15: C=CCn1c(SCC(=O)NC(=O)NC)nnc1C1CCCCC1
16: O=C(Nc1nnc(-c2cccs2)o1)c1cc(-c2ccccc2)nc2ccccc12

Screen / compound no.	9	10	11	12	13	14	15	16
ALDH1A1 block	11%	18%	-5%	3%	-3%	-1%	3%	2%
GAA inh	3%	5%	-2%	.	-2%	-3%	-5%	5%
NPSR antagonist	5%	-2%[46.1 µM]	18%	.	7%	-26%[46.1 µM]	17%	-9%
Epigenetic derep	-0.4%	0.0%	3.2%	3.5%	-0.9%	-0.2%	3.2%	0.5%
Tau fluor counter	-4%	-5%	-5%	-6%	-6%	-5%	-7%	-13%
GLA spleen mod	7%	-3%	2%	-7%	-1%	-4%	5%	10%
GAA spleen mod	11%	-6%	-1%	-10%	-11%	1%	5%	2%
GAA glycogen mod	-3%	2%	9%	.	-4%	9%	-10%	-4%

17: O=C(CSc1nc(C2CCCCC2)nc2ccccc12)NCc1ccc2c(c1)OCO2
18: CC1Cc2nc(SCC(=O)N3CCc4ccccc43)n(C)c(=O)c2S1 (stereo unspecified)
19: Cc1cc(C)c(OCC(=O)N(Cc2ccc(N(C)C)cc2)C2CCS(=O)(=O)C2)c(C)c1 (stereo unspecified)
20: CC(=O)c1cc(C#N)c(SCc2ccccn2)nc1C
21: CCc1cccc2c(SCC(=O)NCC3CCCO3)nc(-c3ccc(F)cc3)nc12 (stereo unspecified)
22: CCCC(=O)NC(Nc1c(C)n(C)n(-c2ccccc2)c1=O)C(Cl)(Cl)Cl (stereo unspecified)
23: Nc1ncnc2c1ncn2C1CC(O)C(CO)O1 (stereo unspecified)
24: COc1ccc(C(=O)COC(=O)c2ccc(NC(C)=O)cc2)cc1[N+](=O)[O-]

Screen / compound no.	17	18	19	20	21	22	23	24
ALDH1A1 block	20%	6%	.	.	15%	-5%	11%&17%	?
GAA inh	-9%	?	.	.	6%	8%	.	2%
NPSR antagonist	-33%	-14%[46.1 µM]	29%	8%	-8%[46.1 µM]	-2%	.	-7%[46.1 µM]
Epigenetic derep	-1.0%	0.0%	0.1%	0.1%	2.2%	-1.1%	-0.3%&1.1%	-1.1%
Tau fluor counter	-11%	-10%	-13%	-7%	-11%	4%	3%&-7%	-15%
GLA spleen mod	-10%	2%	-4%	4%	10%	-1%	-1%&5%	6%
GAA spleen mod	-8%	-3%	6%	7%	2%	7%	5%&-8%	-16%
GAA glycogen mod	13%	3%	-10%	-2%	-4%	-21%	.	2%

25: COc1ccc(CCN(C)Cc2nc(-c3cnccn3)no2)cc1OC
26: O=C(Nc1nnc(SCC(=O)N2CCCc3ccccc32)s1)c1ccccc1
27: O=C(NC1C2CC3CC(C2)CC1C3)c1ccc(N2CCNCC2)c([N+](=O)[O-])c1 (stereo unspecified)
28: O=C(CCCn1c(=O)[nH]c2cc(Cl)ccc2c1=O)NC1CCCCCC1
29: CC(C)Cn1c(CN(Cc2ccccc2)Cc2ccccc2)nc2c1c(=O)n(C)c(=O)n2C
30: CCc1c2c(nc3cccc(C(C)C)c13)-c1cccc(=O)n1C2
31: Cc1ccc(NS(=O)(=O)c2ccc(CCC(=O)NC3CC3)cc2)cc1
32: Cc1nonc1CN(C)C(=O)c1ccc(OC2CCN(C(=O)c3cccnc3)CC2)cc1

Screen / compound no.	25	26	27	28	29	30	31	32
ALDH1A1 block	.	12%	?	-8%	-12%	?	?	6%
GAA inh	.	1%	-4%[15.4 µM]	-3%	-3%	.	?	-10%[15.4 µM]
NPSR antagonist	3%	-2%	0%	-3%[46.1 µM]	13µM*	.	-13%[46.1 µM]	-2%
Epigenetic derep	0.0%	-1.0%	-0.8%	-2.0%	-0.8%	-0.6%	1.6%	-2.3%
Tau fluor counter	13%	-19%	-11%	-22%	-4%	-6%	-19%	1%
GLA spleen mod	0%	3%	-13%	8%	3%	?	-2%	2%
GAA spleen mod	4%	2%	5%	5%	-19%	?	-1%	-11%
GAA glycogen mod	-1%	-5%	5%	3%	-5%	.	-2%	4%

33: CCC(=O)Nc1cc(C(=O)OCC(=O)c2ccc(Cl)cc2Cl)ccc1C
34: CC(=O)NC1=NN(C(C)=O)C(C)(c2cccnc2)S1 (stereo unspecified)
35: COc1ccccc1NC(CC(=O)c1ccccc1)C(=O)OCC(=O)c1ccc(F)cc1 (stereo unspecified)
36: CC(C)CC(NC(=O)C1CCC(C)CC1)C(=O)Nc1ccccn1 (stereo unspecified)
37: COc1cccc2c1OC[C@@H](CO)[C@H]2N(C)C(=O)Nc1ccc(Cl)cc1
38: c1ccc(Cn2cc(CSc3ccccc3)nn2)cc1
39: Cc1cccc(-c2nsc(SCC(=O)NCC3CCCO3)n2)c1 (stereo unspecified)
40: CC(=O)Nc1ccc(NS(=O)(=O)c2ccc(-c3csc(C)n3)s2)cc1

Screen / compound no.	33	34	35	36	37	38	39	40
ALDH1A1 block	?	-5%	13µM*	6%	?	.	20µM*	0%
GAA inh	3%	-2%	-8%	3%	-5%	.	2%	-14%
NPSR antagonist	-17%[46.1 µM]	15%	-3%[46.1 µM]	-7%[7.67 µM]	-13%[46.1 µM]	-1%	-21%	7%
Epigenetic derep	0.0%	-2.2%	2.3%	0.8%	-3.5%	1.4%	3.4%	-0.3%
Tau fluor counter	-10%	-4%	-13%	0%	-14%	1%	-10%	-4%
GLA spleen mod	8%	5%	2%	-14%	5%	-2%	0%	-1%
GAA spleen mod	-4%	-1%	-2%	-22%	2%	-4%	0%	1%
GAA glycogen mod	2%	-13%	-4%	3%	?	-1%	13%	1%

Fetched by structure from above (4):
17: O=C(CSc1nc(C2CCCCC2)nc2ccccc12)NCc1ccc2c(c1)OCO2
19: Cc1cc(C)c(OCC(=O)N(Cc2ccc(N(C)C)cc2)C2CCS(=O)(=O)C2)c(C)c1 (stereo unspecified)
8: COc1ccc(-n2c(C)n[nH]c2=O)cc1OC
31: Cc1ccc(NS(=O)(=O)c2ccc(CCC(=O)NC3CC3)cc2)cc1

Screen / compound no.	17	19	8	31
ALDH1A1 block	20%	.	11%	?
GAA inh	-9%	.	2%	?
NPSR antagonist	-33%	29%	-6%[46.1 µM]	-13%[46.1 µM]
Epigenetic derep	-1.0%	0.1%	1.0%	1.6%
Tau fluor counter	-11%	-13%	0%	-19%
GLA spleen mod	-10%	-4%	0%	-2%
GAA spleen mod	-8%	6%	-3%	-1%
GAA glycogen mod	13%	-10%	0%	-2%

NPSR antagonist, hit marks shown above
item	compound	ALDH1A1 block	NPSR antagonist	Epigenetic derep	GLA spleen mod	GAA glycogen mod
29	CC(C)Cn1c(CN(Cc2ccccc2)Cc2ccccc2)nc2c1c(=O)n(C)c(=O)n2C	-12%	13µM*	-0.8%	3%	-5%

Other records follow.
41: Cc1cc(NC(=O)c2cc(C(C)C)on2)nn1Cc1ccc(Cl)cc1
42: NC(=O)C1CCN(C2CC(=O)N(Cc3cccs3)C2=O)CC1 (stereo unspecified)
43: Cn1c(NC(=O)c2ccc3c(c2)OCO3)cc(=O)n(C)c1=O
44: Cc1ccc(CNC(C)(C)CO)cc1
45: CCCCNC(=O)C1CCN(S(=O)(=O)N2CCCCCC2)CC1

Screen / compound no.	41	42	43	44	45
ALDH1A1 block	-4%	?	?	1%	-14%
GAA inh	1%[15.4 µM]	-11%	0%	-8%	?
NPSR antagonist	?	5%[46.1 µM]	4%[46.1 µM]	13%	2%
Epigenetic derep	0.8%	-1.6%	-2.0%	-7.3%	2.0%
Tau fluor counter	-24%	-6%	1%	6%	-6%
GLA spleen mod	0%	-2%	4%	5%	6%
GAA spleen mod	-7%	-5%	0%	-4%	7%
GAA glycogen mod	0%	0%	3%	-8%	2%
